Source: PubChem (Vanderbilt University)
GIRK2 activator: Activators of human GIRK2-containing channels; HEK293 GIRK2/NPY4 cells, thallium flux fluorescence; 34,000 tested, under 10 active; P48051; activation (% efficacy), % for hits at 37.5 µM; AID 1259324;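 active = primary screen hit, no activity in plain HEK293 cells, and in GIRK2-only cells above 5% efficacy rising with concentration; inactive = the rest, including fluorescent compounds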;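 also: efficacy is normalized control-subtracted fluorescence 15 s after thallium addition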
Target sequence (P48051 whole entry, looked up): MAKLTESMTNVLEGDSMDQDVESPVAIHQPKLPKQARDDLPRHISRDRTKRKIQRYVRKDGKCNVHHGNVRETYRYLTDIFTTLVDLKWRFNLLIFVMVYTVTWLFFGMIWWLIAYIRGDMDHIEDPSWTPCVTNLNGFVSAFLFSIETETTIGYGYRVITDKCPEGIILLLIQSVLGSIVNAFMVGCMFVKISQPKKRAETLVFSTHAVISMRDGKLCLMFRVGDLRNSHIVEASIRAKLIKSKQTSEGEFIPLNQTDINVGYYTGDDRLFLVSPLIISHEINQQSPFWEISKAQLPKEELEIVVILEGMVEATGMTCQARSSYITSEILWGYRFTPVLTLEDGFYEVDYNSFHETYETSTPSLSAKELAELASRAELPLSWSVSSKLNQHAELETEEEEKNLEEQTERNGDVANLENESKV
Calls only; i = inactive. Some of the compounds tested; rates above refer to the full screens.

SMILES | GIRK2 activator
COC(=O)c1ccc(NC(=O)c2nnn(-c3ccccc3OC)c2C)cc1 | i
Cc1cccc(CC(=O)NCCN2CCN(S(C)(=O)=O)CC2)c1 | i
Cn1nc(C2CCCN(C(=O)CCc3ccccc3)C2)n(-c2ccccc2)c1=O (stereo not given) | i
C=CCc1ccc(OCCn2cnc3ccccc32)c(OC)c1 | i
CCOC(=O)N1CCN(CC(O)COCc2ccc(Cl)cc2)CC1 (stereo not given) | i
COc1ccc(S(=O)(=O)Nc2nc(CCC(=O)Nc3ccc(F)c(F)c3)cs2)cc1 | i
Cc1cc(=O)[nH]c(-n2nc(-c3ccco3)cc2NC(=O)c2cc(-c3ccco3)on2)n1 | i
C=CCN(CC=C)C(=O)Cn1c(C2CC(=O)N(Cc3ccccc3)C2)nc2ccccc21 (stereo not given) | i
COc1cccc(C(=O)Nc2ccc3c(c2)N(C(=O)c2ccco2)CC3)c1OC | i
COc1cccc(OCC(=O)Nc2ccc(N3CCCC3=O)c(C)c2)c1 | i
Cc1nc(NCCNS(=O)(=O)Cc2ccccc2)cc(N(C)C)n1 | i
CCN1CCc2nc(-c3ccccc3)n(CC(=O)Nc3cc(OC)cc(OC)c3)c(=O)c2C1 | i

New compounds follow
SMILES | GIRK2 activator
CC(C)NC(=O)C(=O)NCCCN1CCOC(c2ccccc2)C1 (stereo not given) | i
CC(C)CC(NS(=O)(=O)c1ccc(Cl)c(C(F)(F)F)c1)C(=O)O (stereo not given) | i
O=C(CS(=O)(=O)Cc1ccccc1)Nc1nc2c(s1)COc1ccccc1-2 | i
O=C(/C=C/c1ccc2c(c1)OCO2)N1CCC(Cn2cnc3ccccc32)CC1 | i
O=C1CCCC(=O)N1CCS(=O)(=O)N1CCN(c2ccccc2)CC1 | i
Cn1nc(NC(=O)c2cc(-c3ccccc3)on2)c2c1NC(=O)CC2c1cccs1 (stereo not given) | i
CNC(=O)Cc1ccc(NC(=O)COc2ccc(C(C)(C)C)cc2)cc1 | i
COc1ccccc1CCNC(=O)c1cc2c(=O)n(C)c(=O)n(C)c2s1 | i
COc1ccc(NC(=O)N2CCN(c3ccc(Nc4cc(C)ccn4)nn3)CC2)cc1OC | i
COc1ccc(-c2ccc(=O)n(CCCC(=O)Nc3cccc(C(C)=O)c3)n2)cc1OC | i
CCCNC(=O)c1nn(-c2ccc(F)cc2)cc1OCc1ccc(F)cc1 | i
O=C(NCc1cccs1)Nc1ccc2c(c1)N(C(=O)c1ccccc1)CCC2 | i

Remaining list, next part:
SMILES | GIRK2 activator
CCN(CC)CCN(C(=O)c1ccnn1C)c1nc2c(C)ccc(C)c2s1 | i
CCOc1ccccc1NC(=O)NCC(C)(O)c1ccc(-c2ccccc2)cc1 (stereo not given) | i
O=C(/C=C/c1cccs1)N1CCC(Cn2cnc3ccccc32)CC1 | i
COc1ccc(C(=O)NNC(=O)c2cccn(Cc3ccc(F)cc3)c2=O)cc1 | i
CC(C)S(=O)(=O)c1cccc(C(=O)Nc2nc3c(s2)COc2ccccc2-3)c1 | i
COc1ccc(Cl)cc1NC(=O)Cn1c(C)cc(C)c(S(=O)(=O)c2ccccc2)c1=O | i
COc1ccccc1Nc1nnc(CC(=O)N2CCN(c3cccc(C)c3C)CC2)s1 | i
CCn1nc(C(=O)Nc2nc(-c3ccc(Cl)c(Cl)c3)cs2)cc1C | i
Cc1ccccc1C(=O)N1CCN(c2ccc(N3CCC(C)CC3)nn2)CC1 | i
Cc1ccc(-c2csc(NC(=O)c3ccno3)n2)cc1C | i
Cn1c(=O)c2cc(C(=O)NCC(O)CO)sc2n(C)c1=O (stereo not given) | i
CCOC(=O)c1c(SCC(=O)Nc2ccc(OC)c(OC)c2)nc(=O)[nH]c1C | i

Next records
SMILES | GIRK2 activator
CCOc1cn2c(cc1=O)C(=O)N(CCNC(=O)c1ccc(Cl)cc1)CC2 | i
O=C(NCCCN1CCOCC1)C(=O)NCc1cccs1 | i
CCCS(=O)(=O)N1CCCc2cc(NC(=O)Nc3cc(OC)cc(OC)c3)ccc21 | i
CN1CCN(C2CC(=O)N(c3cccc4ccccc34)C2=O)CC1 (stereo not given) | i
O=C(CC1=NS(=O)(=O)c2ccccc2N1)Nc1ccc(Cl)cc1 | i
COc1ccc(CCNC(=O)Cc2csc(Nc3ccccc3)n2)cc1 | i
COc1ccc(N2CCCS2(=O)=O)cc1NC(=O)NCc1ccccc1 | i
COC(=O)c1sccc1NC(=O)C1CC(=O)c2ccccc21 (stereo not given) | i
CC1CCN(CC(O)COCCOc2ccc(C(C)C)cc2)CC1 (stereo not given) | i
COc1ccc(C(O)=C2C(=O)C(=O)N(CCCN(C)C)C2c2ccccn2)cc1C (stereo not given) | i
CCOCC(=O)N1CCN(c2nccn2CC)CC1 | i
COc1cccc(N2C(=NC(=O)c3cccc([N+](=O)[O-])c3)SC3CS(=O)(=O)CC32)c1 (stereo not given) | i

Next results follow.
SMILES | GIRK2 activator
Cc1ccc(N2C(=O)CCS2(=O)=O)cc1S(=O)(=O)Nc1ccccc1C(N)=O | i
Cc1nccn1CCNC(=O)C(=O)Nc1nccs1 | i
COc1ccc(CC(=O)NCC(c2ccco2)N(C)C)cc1OC (stereo not given) | i
COc1cc(NC(=O)Cn2cnc3ccccc32)c2ncccc2c1 | i
COc1ccc(-c2noc(-c3cc(C(C)C)[nH]n3)n2)cc1OC | i
COc1ccc(CNC(=O)Cn2cnc3c(sc4ccccc43)c2=O)cc1 | i
COc1cccc(NC(=O)C(=O)NCC(c2cccc(OC)c2)N2CCOCC2)c1 (stereo not given) | i
CC(C)n1ccc(-c2nnc(NC(=O)COc3ccc(Cl)cc3Cl)o2)n1 | i
COc1ccc(SCCC(=O)Nc2nc(-c3ccc(OC)cc3)cs2)cc1 | i
COc1cc([N+](=O)[O-])ccc1NC(=O)CCCS(=O)(=O)c1ccccc1 | i
Cn1cccc1CN(C(=O)c1ccsc1)C1CC1 | i
COc1ccc(-n2ccn(CC(=O)Nc3ccc(OC)c(Cl)c3)c2=O)cc1 | i

The results go on.
SMILES | GIRK2 activator
COc1ccc(S(=O)(=O)CCC(=O)Nc2nc(-c3cc(Cl)sc3Cl)cs2)cc1 | i
CCc1ccc(Oc2cc(N3CCC(C(=O)NCc4cc(OC)ccc4OC)CC3)ncn2)cc1 | i
Cc1ccccc1CN1CCC(Cn2cnc3ccccc32)CC1 | i
CN(C)C(CNC(=O)C1CCN(S(C)(=O)=O)CC1)c1ccco1 (stereo not given) | i
COc1ccccc1CCNC(=O)C1COCC(=O)N1Cc1ccccc1 (stereo not given) | i
COc1cn(CC(=O)Nc2cccc(C(F)(F)F)c2)c(CSc2ncccn2)cc1=O | i
Cn1nc(-c2ccccc2)cc1C(=O)Nc1cccc(-c2cnc3n2CCC3)c1 | i
Cc1cc2nc(N(CCN3CCOCC3)C(=O)CCc3ccccc3)sc2cc1C | i
CC(=O)c1ccc(S(=O)(=O)NCC2CCN(Cc3ccsc3)CC2)cc1 | i
O=C(NCC1CCN(c2ccccn2)CC1)C(=O)NC1CC1 | i
Cc1ccc(-c2ccc(N3CCN(C(=O)C(F)(F)F)CC3)nn2)cc1C | i
CCOc1ccc(Cc2nnc(Nc3ccc(OC)c(OC)c3)[nH]c2=O)cc1 | i

(more compounds)
SMILES | GIRK2 activator
COc1ccc(Cl)cc1NC(=O)C(=O)NCCN1CCOC(c2ccccc2)C1 (stereo not given) | i
CC(=O)Nc1ccc(NC(=O)c2nnn(-c3ccccc3)c2C(C)C)cc1 | i
CC(=O)c1sc(=Nc2ccccc2Cl)n(CCCN2CCOCC2)c1C | i
Cc1ccccc1-c1ccc(N2CCC(C(=O)NCc3cccnc3)CC2)nn1 | i
CCS(=O)(=O)N1CCCc2cc(NC(=O)NCc3ccccc3)ccc21 | i
Cn1c(C(F)(F)F)nn(CCNC(=O)Cc2cn(C)c3ccccc23)c1=O | i
Cc1cccc(Nc2ccc(N3CCN(C(=O)c4ccco4)CC3)nn2)n1 | i
COc1cc(C(=O)NCC(c2ccco2)N(C)C)c([N+](=O)[O-])cc1OC (stereo not given) | i
COc1ccccc1NC(=O)NCC(C)(O)c1ccc2c(c1)OCO2 (stereo not given) | i
CN1CCN(n2c3c(c(SCC(=O)NC4CCCCC4)nc2=O)CCC3)CC1 | i
O=C(c1cc2cccnc2n(Cc2ccc(F)cc2)c1=O)N1CCN(c2ccccc2Cl)CC1 | i
O=C(NCCN1CCOC(c2ccccc2)C1)C(=O)NCc1ccccc1 (stereo not given) | i

Following part.
SMILES | GIRK2 activator
CCOc1ccc(OCCNC(=O)c2sc(-c3ccccc3)nc2C)cc1 | i
O=C(NCC1CCN(C(=O)c2cccnc2)CC1)C(=O)Nc1ccc2c(c1)OCO2 | i
Cc1ccc2nc3c(cc(C(=O)NC4CCCCC4)n3C)c(=O)n2c1 | i
COc1ccc(S(=O)(=O)CC(=O)Nc2cccc(Br)c2)cc1 | i
COCCCn1c(C(=O)Nc2cccnc2)cc2c(=O)n(C)c(=O)n(C)c21 | i
O=C(Nc1cccc(N2CCCCC2=O)c1)c1cccc([N+](=O)[O-])c1 | i
CC(NC(=O)C1CCN(c2ncnc3c2sc2ncccc23)CC1)c1ccccc1 (stereo not given) | i
CCN(C(=O)c1cc2c(=O)n3ccccc3nc2n1Cc1ccccc1)C1CCCCC1 | i
CC(C)n1ccc(C(=O)Nc2nc3c(cc4c5c(cccc53)CC4)s2)n1 | i
CCOc1ccc(S(=O)(=O)NCC(O)(c2ccco2)C2CC2)cc1F (stereo not given) | i
O=C(c1ccc(N2CCCS2(=O)=O)cc1)N1CCN(Cc2ccccc2)CC1 | i
O=C(NCC1(c2cccs2)CCCC1)C1CC(=O)N(c2ccccc2)C1 (stereo not given) | i

Continuation:
SMILES | GIRK2 activator
O=C(Nc1ccc2c(c1)N(C(=O)c1cccs1)CC2)c1ccccc1F | i
COc1ccccc1OCC(O)CN(C)C1CCCCC1 (stereo not given) | i
CCCn1c(=S)[nH]c2ccccc2c1=O | i
O=C(NCCOc1ccc2nnc(-c3ccccc3)n2n1)c1ccccc1Cl | i
Cc1ccc(C)c(N2CCN(C(=O)c3ccc(NC(=O)Cn4c(C)cc(C)c(C#N)c4=O)cc3)CC2)c1 | i
Cc1cccc(C(=O)NCC2CCN(C3CCCC3)CC2)c1 | i
COc1ccc(-c2nnc(NC(=O)c3cccc(S(=O)(=O)C(C)C)c3)o2)c(OC)c1 | i
CCC(Sc1ccnc2c1c(=O)n(C)c(=O)n2C)C(=O)O (stereo not given) | i
Cc1cc(C)n(-c2nc3c(c(=O)n2CC(=O)NCc2ccco2)CCCC3)n1 | i
COc1cc2cc(CNc3ccc(C)cc3)c(=O)n(CC(=O)Nc3cccc(Cl)c3)c2cc1OC | i
O=C(Nc1ccc2ncsc2c1)c1ccc(Br)s1 | i
COC(=O)C1CCN(C(=O)CC2CSc3nc4c(c(=O)n32)CCCC4)CC1 (stereo not given) | i

(cont.)
SMILES | GIRK2 activator
O=C(Nc1ccc2c(c1)CN(C(=O)c1ccccc1)CC2)Nc1c(F)cccc1F | i
O=C(NCCc1ccccc1)c1ncccn1 | i
COc1ccccc1OCC(O)CN(CCO)Cc1ccccc1 (stereo not given) | i
C=CCN(CC=C)C(=O)Cn1c(C2CC(=O)N(c3ccc(CC)cc3)C2)nc2ccccc21 (stereo not given) | i
CCOC(=O)C(C)Sc1ccc(NC(=O)c2ccco2)nn1 (stereo not given) | i
O=S(=O)(c1cccc(F)c1)N1CCN(c2ccccc2F)CC1 | i
Cc1ccc(-n2nc3c(c2NC(=O)C(=O)NCc2ccccc2)CS(=O)(=O)C3)c(C)c1 | i
O=C(Cc1csc(NC(=O)C2CCC(=O)N2)n1)Nc1ccc2c(c1)OCCO2 (stereo not given) | i
Nc1c(C(=O)NCCc2ccccc2)nnn1-c1ccc(F)cc1 | i
Cc1nccn1-c1cc(NCCNC(=O)Cc2ccccc2)ncn1 | i
O=S(=O)(NCCOc1ccc(-c2ccccc2)nn1)c1cccc(Cl)c1 | i
CS(=O)(=O)N1CCCC1C(=O)Nc1c(C(N)=O)oc2ccccc12 (stereo not given) | i

The list continues:
SMILES | GIRK2 activator
Cn1nnc2c(N3CCN(C(=O)c4ccc(C(C)(C)C)cc4)CC3)ncnc21 | i
Cc1cn(C)nc1C(=O)N(CCN1CCOCC1)c1nc2c(C)ccc(C)c2s1 | i
O=C(CSc1nnc(CCn2ccc(=O)[nH]c2=O)o1)NCC1CCCCC1 | i
O=C(CCc1csc(NC(=O)c2ccc(Cl)cc2)n1)NCc1ccccc1Cl | i
COC(=O)N1CCC(CNS(=O)(=O)/C=C/c2ccccc2)CC1 | i
O=C(CSc1ccc(F)cc1)NCC1CCN(C(=O)c2cc3ccccc3o2)CC1 | i
Nc1c(C(=O)N2CCCC2)nsc1C(=O)NCCc1cccs1 | i
CCCCC(=O)N1CCN(c2ccc(-c3ccc(C)cc3C)nn2)CC1 | i
